HSP90 inh = blocks HSP90-mediated luciferase refolding in reticulocyte lysate. Rabbit reticulocyte lysate, luciferase refolding luminescence, 3 h. inhibition, % at 5.6 µM. hit rate 0.91% among 290,000;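 active = inhibition above the screen-wide mean plus 3 SD, computed separately per campaign, cut at about 16% in these data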;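 also: 0% = DMSO wells and 100% = 60 µM geldanamycin wells; inhibitors lower the luminescence because luciferase stays unfolded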
HSF1 inh = HSF1 inhibition; NIH3T3-HGL HSE-luciferase, MG132-induced, luminescence 8 h; stronger effect = lower value; activity change, negative = inhibition, % at 7.5 µM (by protocol); hit rate 0.77% among 300,000; AID 2098;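 active = more than half of replicate wells show activity change below -50%, luminescence cut by over half; inconclusive = some wells, but at most half, below -50%; inactive = no replicate well below -50%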;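 also: luciferase reports HSF-1 transcriptional activity via heat shock element; 0% = median of DMSO wells and -100% = zero luminescence signal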
KLF5 inh = suppresses KLF5 promoter-driven expression | DLD-1 KLF5 promoter-luciferase reporter, luminescence | AID 1700 | hit rate 0.23% among 290,000 | inhibition, % at 5 µM;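 active = inhibition above a per-plate limit of that plate's mean compound inhibition plus 3 SD, cut at about 60% in these data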;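 also: 0% = DMSO wells and 100% = LY294002 at 200 µM; higher means less KLF5 promoter-driven luciferase light; inactives centre near -14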
AI-2 QS modul = modulators of Vibrio harveyi AI-2 quorum sensing system; Vibrio harveyi JMH597 AI-2 luminescence/OD600 ratio, 9 h; stronger effect = lower value; strain lacks LuxN and CqsS sensors; 0 = neutral-control median; activity change, % at 7.5 µM; hit rate 0.4% among 300,000; in the data active = activity change below about -75%, passing the limit was not always enough; inconclusive = no clear call, values can overlap the other calls;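 also: luminescence divided by OD600 gain over 9 h not by final OD600 alone; inactives centre near 13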
HIF activator = HIF pathway transcriptional activation; U2OS HRE-luciferase reporter, luminescence; normalized: DMSO 0%, desferrioxamine 100%; activation, % at 7.5 µM (by protocol); hit rate 0.32% among 300,000;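 active = mean activation of at least 10% of the iron chelator positive control signal, with at least half of replicates also reaching 10%; inconclusive = mean and replicate majority disagree about reaching 10%; inactive = mean and most replicates under 10%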
aSyn UTR inh = MLPCN primary screen, SNCA 5' untranslated region; AID 1813; inhibition, % (tested at 7.5 µM); alpha-synuclein 5'UTR reporter, inhibitor activity; hit rate 0.82% among 300,000; in the data active = inhibition above about 60%; inconclusive = no clear call, values can overlap the other calls;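 also: H4 neuroglioblastoma cells stably carrying SNCA 5'UTR luciferase fusion; 0% = DMSO wells and 100% = positive control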
Platelet DG rel = platelet dense granule release activity; AID 1663; inhibition, %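 (compounds screened at 7.5 µM in platelet-rich plasma)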; human platelet-rich plasma, SFLLRN dense granule ATP release, luminescence; hit rate 0.22% among 300,000;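 active = mean replicate score, as percent of positive control, at or above 50; inconclusive = mean below 50 but at least one replicate at or above 50; inactive = mean and every replicate below 50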
SKKanGAS inh = blocks kanamycin growth of S. pyogenes SKKanGAS strain; BacTiter-Glo, 6 h; inhibition, % at 7.5 µM; hit rate 1.3% among 300,000;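 active = mean replicate score, as percent of positive control median, at least 50; inconclusive = mean below 50 but one replicate at or above 50; inactive = mean and every replicate below 50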;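 also: strain carries kanamycin resistance gene driven by streptokinase promoter and grows in 40 µg/ml kanamycin; loss of luminescence reflects streptokinase promoter inhibition or plain growth inhibition; 0% = median of DMSO wells and 100% = positive control at its reference dose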
HSF-1 act = increases HSF-1 driven luciferase reporter signal; NIH3T3-HGL HSF-1 luciferase reporter, MG132, 8 h; 100% = twice DMSO control signal; activation, % at 9 µM; hit rate 1.7% among 300,000; AID 504408;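 active = mean replicate activation of at least 50% with a set share of replicates each reaching 50%; inconclusive = only one of those two conditions met; inactive = mean below 50% and too few replicates reaching it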;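 also: 0% = median of the neutral control wells and 100% = twice that signal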
IEC-6 tox = IEC-6 cytotoxicity, counter-screen for KLF5 inhibitors; inhibition, % at 5 µM; hit rate 0.78% among 290,000; AID 1825; luminescence viability; in the data active = inhibition above about 22%;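 also: 0% = plate median of test compound wells and 100% = cytotoxic reference compound wells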
The depositor's hits bear a star; ? = inconclusive; / = not tested or not shown.

SMILES	HSP90 inh	HSF1 inh	KLF5 inh	AI-2 QS modul	HIF activator	aSyn UTR inh	Platelet DG rel	SKKanGAS inh	HSF-1 act	IEC-6 tox
CC(NS(=O)(=O)/C=C/c1ccccc1)C(=O)NCCc1ccc(S(N)(=O)=O)cc1 (stereo not given)	1	-8	7	22	-0.1	-4	1	1	8	0
CCSc1nnc(NC(=O)Cc2cccc(OC)c2)s1	0	6	-4	12	-1.8	10	3	-3	2	0
Cc1ccc(Nc2nc(N3CCOCC3)nc(N3CCOCC3)n2)cc1C	-2	-1	-6	15	0.1	-1	15	8	-6	84*
O=C(NCc1ccc(Cl)cc1)C1CCCN(c2cnccn2)C1 (stereo not given)	3	10	-5	-3	0.8	-3	-1	2	-3	2
COc1ccc(-c2cc(C(=O)N3CCN(c4ccccc4OC)CC3)no2)cc1OC	-2	0	-4	19	-0.3	-7	-5	0	0	6
CCOc1ccccc1C1C(C(N)=O)=C(C)Nc2nc(-c3ccccc3Cl)nn21 (stereo not given)	-1	-35	7	3	-0.1	19	-6	-8	-46	-1
CNc1c(NS(=O)(=O)c2ccc(F)c(Cl)c2)c(=O)oc2ccccc12	-5	12	-22	6	-0.3	14	11	-5	?	-2
N#Cc1ccccc1S(=O)(=O)N1CCN(CC(O)c2ccccc2)CC1 (stereo not given)	0	-3	-25	19	-0.5	3	-64	-9	0	-6
O=C(CSc1nc2ccccc2[nH]1)Nc1ccccc1F	4	-1	-8	21	/	-18	15	-7	12	2
O=C(CCN1C(=O)c2ccccc2S1(=O)=O)Nc1cccc2ccccc12	2	-1	-20	-2	0.1	12	3	10	3	-4
Cc1ccc(C(=O)Nc2ccc(N3CCN(S(C)(=O)=O)CC3)cc2)cc1	3	9	-2	35	0.9	-57	8	-4	18	2
C=CCOc1c(OC)cc(/C=N/Nc2cccc(C(=O)O)c2)c(Br)c1Br	4	-15	10	10	2.8	-177	-7	28	-22	10
Cc1cccc(C)c1NC(=O)CCS(=O)(=O)c1cccc2nsnc12	1	-5	-14	21	-0.4	-10	0	-2	4	5
O=C(COC(=O)CNC(=O)c1ccc(Cl)c([N+](=O)[O-])c1)NC(=O)c1ccccc1	-5	3	2	19	-0.5	-16	-3	-16	-4	-7
Cc1c(N=C2N=C(NC(=O)c3ccc(F)cc3)c3ccccc32)c(=O)n(-c2ccccc2)n1C	1	-3	-5	/	0.2	-5	12	24	1	-3
COc1ccc(-c2cc3ccc(OCC(C)=O)cc3oc2=O)cc1	9	28	-144	0	1.2	-58	7	-1	62*	-2
CCCCCCN1Cc2ccccc2C1	0	14	-22	20	1.8	-117	-3	6	16	3
NC(=O)c1ccc(Nc2ccc([N+](=O)[O-])cc2[N+](=O)[O-])cc1	-2	4	-7	15	-0.9	-3	-5	-2	12	5
C/C(=N\Nc1nc(C(=O)O)cs1)c1ccccc1	29*	?	-30	38	0.0	-35	-6	-10	-50	-8
Cc1ccc(C(=O)NCC(=O)NCC(=O)OCC(=O)c2ccc([N+](=O)[O-])cc2)cc1	1	-2	-8	37	-0.2	-7	2	6	9	-6
O=C(Cn1ncc2c(=O)oc3ccccc3c21)N1CCc2ccccc2C1	1	-3	10	15	-0.4	-4	-2	-2	-7	7
Cc1cc(/C=C2/NC(=O)NC2=O)c(C)n1-c1ccncc1	-3	-4	2	24	-0.1	5	16	1	-1	4
COc1ccc(CCN2CC(C(=O)Nc3ccc(S(C)(=O)=O)cc3)CC2=O)cc1OC (stereo not given)	/	-13	/	14	-0.2	15	7	-1	-8	/
CCOc1ccccc1C(=O)N1CCC(n2nnc3cc(C(F)(F)F)ccc32)CC1	0	-4	-1	31	0.4	28	-2	-3	-23	4
O=C(COC(=O)c1ccc(N2CCCC2=O)cc1)c1ccccc1	18*	22	-64	41	1.8	-34	24	-1	44	-6
CC1(C)CC(=O)C(CC2=C(N)CC(C)(C)CC2=O)=C(N)C1	1	-32	-13	11	0.1	-6	-4	6	-47	0
O=C(COC(=O)c1ccccc1O)Nc1cccc(S(=O)(=O)NC2=NCCCCC2)c1	1	-3	-26	40	-0.2	1	10	-3	-18	2
CC(=O)NC1Sc2ccccc2N=C1c1ccccc1 (stereo not given)	1	/	-64	55	2.4	-181	-4	-9	/	-2
Cn1c(SCC(=O)C(C)(C)C)nnc1-c1cccnc1	-1	3	-23	12	-0.2	1	-3	4	0	5
COc1ccc(Cc2noc(CN3CCCC(OCc4ccccn4)C3)n2)cc1OC (stereo not given)	0	2	2	28	-0.7	9	10	0	5	-1
CC(=O)C(Sc1ccc2nnc(-c3ccncc3)n2n1)C(C)=O	-5	-9	15	17	0.1	25	-15	-4	1	1
CCCn1nnnc1SCC(=O)N1CCN(C(=O)c2ccco2)CC1	0	-3	-8	22	0.3	8	2	-6	-3	7
CC(=O)Oc1ccc2c(=O)oc(-c3ccc([N+](=O)[O-])cc3)nc2c1	-2	-6	-12	10	0.2	0	23	0	6	0
COc1ccc(C(=O)NC2CC(C)(C)NC(C)(C)C2)cc1OC	0	-1	-30	22	-9.3	6	-9	-19	5	-3
Fc1ccccc1NC(=S)N1CCN(Cc2ccccc2)CC1	3	-1	-16	3	0.3	-5	1	19	35	2
COc1ccc(Nc2nc(N)nc(CSC(=S)N3CCN(C)CC3)n2)cc1	6	4	-38	26	0.6	-15	4	-4	10	3
COC(=O)C(=Nc1ccccc1)/C(C(=O)C(=O)N(C)c1ccccc1)=C(\O)c1ccccc1	-2	2	-59	-1	1.4	-2	0	3	-6	-5
CN(C)C(=S)SCCn1c(N)nc(N(C)C)nc1=O	7	-3	-43	-5	-0.1	7	7	-1	1	4
COc1ccc(CCN(C)C2CCCN(S(=O)(=O)c3ccccc3)C2)cc1OC (stereo not given)	2	4	-28	32	-24	24	-7	-1	9	-2
COc1ccc(NC(=O)C(CCSC)N2C(=O)c3ccccc3C2=O)cc1 (stereo not given)	2	-3	-18	17	-0.6	21	-6	6	6	-1
CC1CCCCN1C(=O)CSc1nnc2c(n1)[nH]c1ccc(F)cc12 (stereo not given)	0	5	-32	22	0.0	-29	0	-3	11	5
CCC1(c2ccc(F)cc2)NC(=O)N(CC(=O)N(CCC#N)c2ccccc2)C1=O (stereo not given)	-2	1	-31	20	-0.1	-16	-55	0	0	5
COc1cc(SC)ccc1C(=O)Nc1ccc(C)cc1	2	18	-70	33	-0.1	-142	4	/	55*	2
Cc1occc1-c1nnc(SCC(=O)N2CCOCC2)n1Cc1ccco1	5	-5	-44	0	-2.3	1	-3	-1	-5	-5
CCOc1ccc(-c2noc(CCC(=O)NCCc3ccccc3)n2)cc1OC	-2	11	-21	-6	-1.3	-6	1	5	20	0
COC(=O)c1cc(OC)c(OC)cc1NC(=O)c1csc(C)c1	1	-1	-44	15	-0.5	-5	37	-4	-7	1
O=C(Nc1sc2c(c1C(=O)O)CCC2)c1ccccc1F	0	-4	-11	23	-0.8	-15	4	6	-1	5
O=[N+]([O-])c1ccc(-c2ccc(/C=N/Nc3nc(NCc4ccccc4)nc(N4CCOCC4)n3)o2)cc1	1	-2	-4	14	-0.2	-4	0	33	8	-1
COc1ccc(-c2noc(-c3ccccc3C(=O)Nc3cccnc3)n2)cc1OC	3	-9	-5	19	-0.1	3	6	-7	-1	2
COc1ccc(C(=O)C2CCCN(C(=O)c3ccccc3C(C)=O)C2)cc1F (stereo not given)	0	-2	-23	22	0.6	-10	-13	-13	18	-7
NC(=O)c1ccc(SCC(=O)OCC(=O)NCc2ccco2)c([N+](=O)[O-])c1	/	-10	/	/	0.0	-5	-7	-1	-4	/
C/C(=N\NC(=O)c1ccco1)c1ccc(C(=O)O)s1	-4	2	-59	24	1.6	-3	7	-2	17	-4
Cc1ccc(S(=O)(=O)Nc2ccc(S(=O)(=O)N3CCCC3)cc2)cc1	-5	7	7	27	0.7	10	-5	-7	-8	5
O=C(CP(=O)(c1ccccc1)c1ccccc1)N1CCCCC1	3	-5	-5	8	0.1	-24	-16	-1	-11	-5
CC(C)Sc1nc2c(c(=O)[nH]c(=O)n2C)n1CCc1ccccc1	-2	3	-4	10	0.3	22	-12	2	12	2
Cc1ccccc1Cn1nnc(-c2ccc3c(c2)OCO3)n1	-4	27	-53	11	1.2	-168	-28	13	41	-3
COc1ccc2nc(SCC(C)=O)c(C#N)cc2c1	-6	37	-11	16	1.2	-70	2	-3	84*	-1
O=C(COC(=O)c1ccco1)Nc1ccccc1[N+](=O)[O-]	-4	-8	-8	3	-0.3	-15	4	-2	-8	-1
Cc1ccc2[nH]cc(CCNC(=O)c3ccco3)c2c1	-5	-68*	-7	14	-0.2	14	-39	-7	-76	4
Cc1cc(C)c2c(N)c(C(=O)c3ccc(Br)cc3)oc2n1	1	-4	5	2	-1.1	-18	-14	-5	18	-1
(cont.)
SMILES	HSP90 inh	HSF1 inh	KLF5 inh	AI-2 QS modul	HIF activator	aSyn UTR inh	Platelet DG rel	SKKanGAS inh	HSF-1 act	IEC-6 tox
CC1=C(C(=O)Nc2cc(C(=O)N3CCN(c4cccc(C)c4C)CC3)ccc2C)SCCO1	1	-3	15	-13	-0.1	-4	17	21	-5	1
Cn1c(N)c(C(=O)Nc2cccc(Cl)c2)c(=O)n(C)c1=O	-4	5	-41	32	0.0	-76	0	6	14	6
CCn1cc(CNC(=O)c2cc([N+](=O)[O-])c(C)c([N+](=O)[O-])c2)cn1	3	-5	18	11	0.2	26	-9	2	6	1
Cc1ccc(NC(=S)NNS(=O)(=O)c2ccc3ccccc3c2)cc1Cl	1	-1	-42	15	0.0	-26	6	28	2	5
CCOc1ccccc1Nc1nc(-c2cccnc2)cs1	-2	-1	-54	29	0.3	-25	-1	-8	7	7
O=C1C=C(Nc2ccccc2)c2ccccc2C1=O	17*	47	-2	11	-2.7	44	-3	68*	49	-8
O=C(NC(=S)Nc1nc(-c2ccc(Br)cc2)cs1)c1cccnc1	1	/	-18	12	/	/	-3	-12	/	5
CC(C)c1ccccc1OCCCCN1CCCCC1	/	1	/	10	0.1	13	-2	-17	4	/
CCn1cc(C(=O)NCCc2ccc(C)cc2)c(=O)c2cc(S(=O)(=O)N(C)C)ccc21	-1	-9	1	23	-0.3	14	1	3	6	-4
CC(C)c1csc(CN2CCC(N3CCC(C(=O)NCC4CCCO4)CC3)CC2)n1 (stereo not given)	-3	1	-11	19	-0.2	-11	2	1	9	3
CCC(=O)NC1(C(F)(F)F)C(=O)Nc2c1c(=O)[nH]c(=O)n2CC(C)C (stereo not given)	-4	-2	-23	20	-0.4	-19	-4	-1	0	-2
Fc1ccccc1-c1nnc2ccc3ccccc3n12	-1	-1	-23	47	1.1	12	-1	-4	6	-3
COc1ccc(-c2cc(C(F)(F)F)nc(N3CCCCC3)n2)cc1OC	2	4	18	9	0.9	18	6	9	3	3
O=C1c2ccccc2C(=O)N1OS(=O)(=O)c1ccc(F)cc1	-3	-4	-28	25	-0.9	-16	60*	-1	7	-1

Bioassay records as filed in PubChem.

No enrichment for hits (roughly 6% active in at least one column).
